H9c2 protect: protects H9c2 cardiomyocytes from peroxide injury; protection from H2O2 cell death, % at 20 µM; actives 0.63% (n = 360,000); H2O2 injury protection, ATPLite, 2 h;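 active means compounds giving at least 50% protection of heart cells from peroxide-induced death in the single-dose screen, raw or plate-pattern-corrected value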;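 further: 0% = DMSO wells with peroxide and 100% = DMSO wells without peroxide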
MC4R antag cAMP: antagonists of human melanocortin 4 receptor (MC4R); P32245; MC4R-expressing cells, MTII-stimulated cAMP, LANCE TR-FRET; inhibition, % at 6.5 µM; actives 0.48% (n = 360,000); AID 540295;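 active means inhibition above its plate's cutoff, the mean of tested wells on that plate plus 3 SD, cut at about 29% in these data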;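 further: 0% = Melanotan II alone and 100% = Melanotan II plus saturating MCL0020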
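System: U2OS-MC4R stable cell line; Technique: Eu-cAMP/anti-cAMP TR-FRET, emission 671 nm; Repeats: single well per compound; Also added: Melanotan II; Dosing: one concentration, 6.5 µM nominal; Schedule: 30-min compound, 1-h challenge, 1-h detection, room temperature.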
PDI inh: PDI (human) enzyme inhibition; AID 588391; P07237; actives 0.052% (n = 350,000); PDI insulin aggregation turbidity, A650, 90 min; inhibition, % at 10 µM;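 active means mean inhibition across replicates of 30% or more, whatever share of single replicates reach that level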;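 further: absorbance from insulin aggregation driven by PDI reduction with DTT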
Granule exo inh: lytic granule exocytosis inhibition. TALL-104 LAMP-1 surface exposure, flow cytometry; cells stimulated with thapsigargin and PMA. inhibition, % at 10 µM. actives 0.66% (n = 360,000);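 active means inhibition above about 55%, limit read from the data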
HTR2A ag: activates the mouse 5-HT2A serotonin receptor; P35363; CHO-K1 mHTR2A beta-arrestin complementation, luminescence; percent of 30 µM serotonin response; activation, % at 7.6 µM; actives 0.66% (n = 360,000);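 active means activation above a run cutoff, the mean activation of all tested compounds plus 3 SD, cut at about 14% in these data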;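 further: 0% = plate median of compound wells and 100% = 30 µM serotonin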
ABCB6 inh MLPCN: inhibitors of human ABC transporter ABCB6; Q9NP58; actives 0.19% (n = 360,000); AID 602162; fluorescence ratio to DMSO, % at 10 µM; K562-ABCB6 porphyrin accumulation, flow cytometry, 1 h; stronger effect = lower value;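 active means fluorescence ratio to DMSO below 75%, the collection mean minus 3 SD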;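 further: signal is porphyrin accumulated inside mitochondria; 100% equals median channel fluorescence of DMSO control wells; lower ratio means ABCB6 inhibition with less porphyrin fluorescence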
Target sequence (Q9NP58 whole entry, looked up): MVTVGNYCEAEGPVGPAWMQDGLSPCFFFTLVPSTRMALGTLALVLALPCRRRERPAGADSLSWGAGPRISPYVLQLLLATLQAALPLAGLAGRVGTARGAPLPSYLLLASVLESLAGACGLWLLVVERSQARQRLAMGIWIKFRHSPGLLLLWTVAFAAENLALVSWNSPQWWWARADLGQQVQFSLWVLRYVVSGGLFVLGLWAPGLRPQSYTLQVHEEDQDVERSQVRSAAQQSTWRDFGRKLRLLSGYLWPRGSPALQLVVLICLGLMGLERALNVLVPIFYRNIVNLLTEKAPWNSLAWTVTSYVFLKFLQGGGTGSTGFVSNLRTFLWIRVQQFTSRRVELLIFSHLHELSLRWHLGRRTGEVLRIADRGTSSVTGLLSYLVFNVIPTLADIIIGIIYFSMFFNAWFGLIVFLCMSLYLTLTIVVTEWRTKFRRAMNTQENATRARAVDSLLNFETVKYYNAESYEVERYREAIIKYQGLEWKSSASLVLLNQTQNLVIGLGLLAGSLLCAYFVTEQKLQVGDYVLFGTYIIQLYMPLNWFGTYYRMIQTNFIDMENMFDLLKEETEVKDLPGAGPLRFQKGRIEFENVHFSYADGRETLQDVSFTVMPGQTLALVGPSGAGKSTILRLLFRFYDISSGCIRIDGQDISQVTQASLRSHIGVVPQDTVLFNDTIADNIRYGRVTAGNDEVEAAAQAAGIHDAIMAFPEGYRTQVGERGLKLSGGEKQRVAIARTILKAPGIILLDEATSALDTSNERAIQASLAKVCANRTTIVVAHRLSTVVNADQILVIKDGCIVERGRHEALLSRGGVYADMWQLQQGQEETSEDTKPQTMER
MC4R barr agon: human MC4R agonism via beta-arrestin; U2OS MC4R beta-arrestin complementation, luminescence; percent of melanotan II response, DMSO zero; actives 0.98% (n = 360,000); activation, % at 8.9 µM; P32245;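 active means activation above a per-plate cutoff, the mean activation of sample wells on that plate plus 3 SD, cut at about 8% in these data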
Glyco luc inh: N-linked glycosylation inhibition; AID 588692; D54 ERlucT glycosylation luciferase reporter, 24 h; percent of 100 nM tunicamycin response; reporter increase, % at 12.5 µM; actives 0.23% (n = 360,000);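 active means mean luciferase reporter signal, scaled so untreated is 0 and the glycosylation-blocking control 100, at or above a set limit in every replicate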;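 further: luciferase carries N-glycosylation sites so blocking glycosylation raises the light; 0% = median of neutral control wells and 100% = median of 100 nM tunicamycin wells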
ABHD5 PLIN5 PPI: blocks binding of human ABHD5 to perilipin-5; Q00G26+Q8WTS1; Split G. princeps luciferase complementation, luminescence, 4 h; inhibition, % at 4 µM; actives 0.78% (n = 360,000);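 active means inhibition above the mean inhibition across every tested compound plus 3 SD, cut at about 22% in these data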;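 further: 0% = DMSO only wells and the 100% control is not disclosed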
CaV13 FRET inh: Disruptors of the CACNA1D IQ motif to Ca2+-dependent inactivation inhibitor domain association, primary screening, Förster resonance energy transfer in intact living … | HEK cells, CFP/YFP FRET ICDI-IQ, plate reader, 10 min; percent FRET-ratio fall versus neutral wells | inhibition, % at 12.3 µM | actives 0.098% (n = 340,000);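 active means mean replicate inhibition of at least 30% and at least 1% of replicates passing that level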;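 further: 0% = median of the neutral control wells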
An asterisk follows results filed as active.

Results for COc1ccc(NC(=O)CCCOc2ccc(C)cc2)cc1S(=O)(=O)N1CCCCC1 ?
H9c2 protect: 5; MC4R antag cAMP: 5; PDI inh: 5; Granule exo inh: 1; HTR2A ag: -3; ABCB6 inh MLPCN: 92; MC4R barr agon: -1.1; Glyco luc inh: -2; ABHD5 PLIN5 PPI: 0; CaV13 FRET inh: -7

Results for CCC(=O)N1CCC1(C)C(=O)Nc1ccc(C)c(C)c1 (centres undefined) ?
H9c2 protect: -11; MC4R antag cAMP: 18; PDI inh: -18; Granule exo inh: 1; HTR2A ag: -1; ABCB6 inh MLPCN: 104; MC4R barr agon: 1.9; Glyco luc inh: -1; ABHD5 PLIN5 PPI: -6; CaV13 FRET inh: -5

What do the screens show for `CC(C)C[C@H](N)c1nnc(S(=O)(=O)Cc2cccc(F)c2)o1`?
H9c2 protect: -23; MC4R antag cAMP: 27; PDI inh: -15; Granule exo inh: 38; HTR2A ag: -5; ABCB6 inh MLPCN: 98; MC4R barr agon: 1.1; Glyco luc inh: -7; ABHD5 PLIN5 PPI: 38*; CaV13 FRET inh: -7

What do the screens show for `CS(=O)(=O)N1CCC(C(=O)Nc2ccc(F)cc2)CC1`?
H9c2 protect: 2; MC4R antag cAMP: 2; PDI inh: -4; Granule exo inh: -7; HTR2A ag: -11; ABCB6 inh MLPCN: 100; MC4R barr agon: -0.2; Glyco luc inh: 0; ABHD5 PLIN5 PPI: -4; CaV13 FRET inh: -8

What do the screens show for `O=C(Nc1cc(C(F)(F)F)ccc1N1CCCCC1)c1ccco1`?
H9c2 protect: -9; MC4R antag cAMP: 8; PDI inh: -16; Granule exo inh: 35; HTR2A ag: 0; ABCB6 inh MLPCN: 95; MC4R barr agon: -1.3; Glyco luc inh: 0; ABHD5 PLIN5 PPI: -2; CaV13 FRET inh: -5

Results for COc1ccc(-c2cn[nH]c2-c2ccc(O)cc2O)cc1 ?
H9c2 protect: 1; MC4R antag cAMP: -1; PDI inh: -5; Granule exo inh: 17; HTR2A ag: 2; ABCB6 inh MLPCN: 98; MC4R barr agon: -1.9; Glyco luc inh: -12; ABHD5 PLIN5 PPI: 5; CaV13 FRET inh: -4

How did O=C(NCCC(=O)N(Cc1ccco1)Cc1cccs1)c1ccccc1Cl do in these assays?
H9c2 protect: -4; MC4R antag cAMP: 9; PDI inh: 5; Granule exo inh: -2; HTR2A ag: 3; ABCB6 inh MLPCN: 94; MC4R barr agon: -4.1; Glyco luc inh: -6; ABHD5 PLIN5 PPI: -2; CaV13 FRET inh: -6

What do the screens show for `COc1ccc(C(=O)O/N=C(\C)c2ccccc2)cc1`?
H9c2 protect: -23; MC4R antag cAMP: -6; PDI inh: -5; Granule exo inh: -2; HTR2A ag: -1; ABCB6 inh MLPCN: 95; MC4R barr agon: -2.4; Glyco luc inh: 4; ABHD5 PLIN5 PPI: -2

How did NC(=O)NS(=O)(=O)Oc1ccccc1 do in these assays?
H9c2 protect: 11; MC4R antag cAMP: 6; PDI inh: -1; Granule exo inh: 38; HTR2A ag: 7; ABCB6 inh MLPCN: 94; MC4R barr agon: -1.6; Glyco luc inh: 0; ABHD5 PLIN5 PPI: 3; CaV13 FRET inh: -5

Results for COC(=O)C1CCN(C2CN(Cc3ccccc3)S(=O)(=O)C2)CC1 (centres undefined) ?
H9c2 protect: 8; Granule exo inh: 0; HTR2A ag: 1; ABCB6 inh MLPCN: 87; Glyco luc inh: 0; ABHD5 PLIN5 PPI: 4; CaV13 FRET inh: -10

How did CCc1ccccc1NC(=O)CN1CCN(C(=O)CNC(=O)c2ccccc2F)CC1 do in these assays?
H9c2 protect: 7; MC4R antag cAMP: 7; PDI inh: -2; Granule exo inh: 17; HTR2A ag: -4; ABCB6 inh MLPCN: 97; MC4R barr agon: 0.1; Glyco luc inh: -1; ABHD5 PLIN5 PPI: 1; CaV13 FRET inh: -5

Results for COc1ccc(C2/C(=C(/O)c3ccc(C)cc3)C(=O)C(=O)N2CC2CCCO2)cc1OC (centres undefined) ?
H9c2 protect: 2; MC4R antag cAMP: -2; PDI inh: 7; Granule exo inh: 3; HTR2A ag: -1; ABCB6 inh MLPCN: 99; MC4R barr agon: 0.6; Glyco luc inh: -1; ABHD5 PLIN5 PPI: 0; CaV13 FRET inh: 2

What do the screens show for `NC(=O)c1ccc(NC(=O)COC(=O)c2c3c(nc4ccccc24)/C(=C\c2cccs2)CCC3)cc1`?
H9c2 protect: 54*; MC4R antag cAMP: 2; PDI inh: 8; Granule exo inh: -2; HTR2A ag: -7; ABCB6 inh MLPCN: 104; MC4R barr agon: -0.9; Glyco luc inh: 1; ABHD5 PLIN5 PPI: 2; CaV13 FRET inh: 4

Results for Cc1ccc(NC(=S)NCCC(c2ccccc2)c2ccccc2)c(C)c1 ?
H9c2 protect: -27; MC4R antag cAMP: 4; PDI inh: 1; Granule exo inh: 1; HTR2A ag: -2; ABCB6 inh MLPCN: 104; MC4R barr agon: -1.7; Glyco luc inh: -6; ABHD5 PLIN5 PPI: -3; CaV13 FRET inh: -4

How did CCOc1ccc(C(=O)CC(NCc2cccs2)C(=O)O)cc1 (centres undefined) do in these assays?
H9c2 protect: -7; MC4R antag cAMP: 10; PDI inh: 3; Granule exo inh: 7; HTR2A ag: -2; ABCB6 inh MLPCN: 98; MC4R barr agon: -0.8; Glyco luc inh: -4; ABHD5 PLIN5 PPI: 57*; CaV13 FRET inh: -5

Results for O=S(=O)(NCc1ccc(Cl)cc1)c1cnc[nH]1 ?
H9c2 protect: -1; MC4R antag cAMP: 9; PDI inh: -3; Granule exo inh: 2; HTR2A ag: 3; ABCB6 inh MLPCN: 94; MC4R barr agon: -0.1; Glyco luc inh: -1; ABHD5 PLIN5 PPI: 1; CaV13 FRET inh: -5

What do the screens show for `O=C(C1CCCN(c2ncnc3c2nc2n3CCCCC2)C1)N1CCN(c2ccccc2F)CC1` (centres undefined)?
H9c2 protect: 27; MC4R antag cAMP: 1; PDI inh: 2; Granule exo inh: 10; HTR2A ag: 5; ABCB6 inh MLPCN: 95; MC4R barr agon: 2.3; Glyco luc inh: 4; ABHD5 PLIN5 PPI: 9; CaV13 FRET inh: -2

Results for O=C(CCNS(=O)(=O)c1cccc2nsnc12)Nc1ccc2c(c1)OCCO2 ?
H9c2 protect: 4; MC4R antag cAMP: -1; PDI inh: -3; Granule exo inh: 0; HTR2A ag: 4; ABCB6 inh MLPCN: 98; MC4R barr agon: -3.0; Glyco luc inh: 0; ABHD5 PLIN5 PPI: -2; CaV13 FRET inh: -5

Results for COc1cc(/C=N/NC(=S)NC(C)C)ccc1OCC(=O)Nc1c(C)cc(C)cc1C ?
H9c2 protect: 3; MC4R antag cAMP: 15; PDI inh: 16; Granule exo inh: -12; HTR2A ag: 4; ABCB6 inh MLPCN: 95; MC4R barr agon: 3.3; Glyco luc inh: -3; ABHD5 PLIN5 PPI: -1; CaV13 FRET inh: -6

What do the screens show for `O=C(CS(=O)(=O)c1cn(Cc2ccc(F)cc2)c2ccccc12)N1CCOCC1`?
H9c2 protect: 2; MC4R antag cAMP: 5; Granule exo inh: 0; HTR2A ag: -11; ABCB6 inh MLPCN: 103; MC4R barr agon: 0.4; Glyco luc inh: -1; ABHD5 PLIN5 PPI: -8; CaV13 FRET inh: -2

How did O=C(Nc1cc(Cl)ccc1C(=O)O)c1ccc(CN2C(=O)c3ccccc3C2=O)cc1 do in these assays?
H9c2 protect: 2; MC4R antag cAMP: 13; PDI inh: 2; Granule exo inh: 14; HTR2A ag: -1; ABCB6 inh MLPCN: 102; MC4R barr agon: -0.7; Glyco luc inh: 4; ABHD5 PLIN5 PPI: -1; CaV13 FRET inh: -3

What do the screens show for `O=C(CN1CC[n+]2c(-c3ccccc3)csc21)c1ccc(Br)cc1`?
H9c2 protect: -6; MC4R antag cAMP: 10; PDI inh: 0; Granule exo inh: -1; HTR2A ag: 0; ABCB6 inh MLPCN: 102; MC4R barr agon: 1.6; Glyco luc inh: 0; ABHD5 PLIN5 PPI: -8; CaV13 FRET inh: -5

What do the screens show for `CCOC(=O)c1[nH]c2ccc(C(=O)OC)cc2c1C(=O)OCC`?
H9c2 protect: 17; MC4R antag cAMP: -1; PDI inh: -4; Granule exo inh: 4; HTR2A ag: 5; ABCB6 inh MLPCN: 96; MC4R barr agon: 1.6; Glyco luc inh: 3; ABHD5 PLIN5 PPI: 0; CaV13 FRET inh: -5

What do the screens show for `Cc1ccc(C(C(=O)NC2CCCCC2)N(C(=O)c2csnn2)C2CCCC2)o1` (centres undefined)?
H9c2 protect: 2; MC4R antag cAMP: 3; PDI inh: -8; Granule exo inh: 2; HTR2A ag: -5; ABCB6 inh MLPCN: 103; MC4R barr agon: -1.7; Glyco luc inh: -2; ABHD5 PLIN5 PPI: -5; CaV13 FRET inh: -2

How did O=C(COC(=O)c1ncc(Cl)c(Cl)c1Cl)NC1CCCCCC1 do in these assays?
H9c2 protect: 5; MC4R antag cAMP: 9; PDI inh: 5; Granule exo inh: -6; HTR2A ag: -2; ABCB6 inh MLPCN: 99; MC4R barr agon: -3.0; Glyco luc inh: -1; ABHD5 PLIN5 PPI: 12; CaV13 FRET inh: -6

What do the screens show for `COC(=O)c1ccc(CN2C(=O)c3ccccc3C2=O)o1`?
H9c2 protect: -2; MC4R antag cAMP: 13; PDI inh: 5; Granule exo inh: 2; HTR2A ag: 3; ABCB6 inh MLPCN: 96; MC4R barr agon: -1.5; Glyco luc inh: -1; ABHD5 PLIN5 PPI: -1; CaV13 FRET inh: -17

What do the screens show for `CCOC(=O)Cc1nn(Cc2nc(-c3ccc(C#N)cc3)cs2)c(=O)c2ccccc12`?
H9c2 protect: 16; MC4R antag cAMP: 11; PDI inh: 6; Granule exo inh: 2; HTR2A ag: -2; ABCB6 inh MLPCN: 100; MC4R barr agon: -1.9; Glyco luc inh: -3; ABHD5 PLIN5 PPI: 4; CaV13 FRET inh: -5

How did CS(=O)(=O)N(CC(=O)N1CCOCC1)c1cccc(Cl)c1Cl do in these assays?
H9c2 protect: -3; MC4R antag cAMP: 10; PDI inh: -2; Granule exo inh: 4; HTR2A ag: -2; ABCB6 inh MLPCN: 103; MC4R barr agon: 0.7; Glyco luc inh: -1; ABHD5 PLIN5 PPI: -2; CaV13 FRET inh: -5

What do the screens show for `COc1cc2c(cc1OC)CN(C(=O)c1ccccc1C(=O)O)CC2`?
H9c2 protect: 2; MC4R antag cAMP: 5; PDI inh: 4; Granule exo inh: 0; HTR2A ag: 5; ABCB6 inh MLPCN: 96; MC4R barr agon: -0.1; Glyco luc inh: 0; ABHD5 PLIN5 PPI: 1; CaV13 FRET inh: -3

Assay outcomes from PubChem BioAssay.
